Assay outcomes from PubChem.
V1R ag counter – counter-screen for oxytocin receptor agonists: human V1a receptor agonists; P37288; AID 2797; 320,000 compounds, 0.25% hits; CHO-V1R cells, Fluo-8 calcium fluorescence, agonist mode; 0% DMSO, 100% 3 nM vasopressin; activation, % at 3 µM;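 active means activation above the mean activation of all tested compounds plus 3 SD, per screening run, cut at about 20% in these data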;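 further: signal is peak over basal fluorescence ratio across a 100 second FLIPR read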
Target sequence (P37288 whole entry, looked up): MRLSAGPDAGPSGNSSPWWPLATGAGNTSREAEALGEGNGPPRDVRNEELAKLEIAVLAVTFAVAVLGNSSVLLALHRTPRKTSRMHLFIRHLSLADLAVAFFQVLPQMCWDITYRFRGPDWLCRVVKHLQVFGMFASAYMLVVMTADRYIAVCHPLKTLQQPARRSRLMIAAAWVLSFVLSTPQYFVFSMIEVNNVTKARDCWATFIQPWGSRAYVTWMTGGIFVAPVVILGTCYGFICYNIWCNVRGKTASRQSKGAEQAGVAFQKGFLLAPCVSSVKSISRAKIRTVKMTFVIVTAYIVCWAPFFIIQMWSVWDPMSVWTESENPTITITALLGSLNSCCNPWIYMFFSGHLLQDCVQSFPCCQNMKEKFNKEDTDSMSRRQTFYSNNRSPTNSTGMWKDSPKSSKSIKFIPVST
CHO parental Ca – signal in parental CHO cells, OX1R antagonist counter-screen; parental CHO-K1, ATP-induced calcium, Fluo-8 fluorescence; inhibition, % at 5.6 µM; 330,000 compounds, 0.63% hits; AID 463079;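 active means inhibition above that plate's mean sample inhibition plus 3 SD, cut at about 26% in these data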;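 further: 0% = ATP-challenged DMSO wells and 100% = DMSO wells without ATP; some compounds past the cut are filed as inactive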
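Assay system: parental CHO cells; Read-out basis: percent inhibition of ATP-evoked calcium rise, normalized to controls; Benchmarks: ATP and no-ATP DMSO wells; Compound dosing: single nominal dose of 5.6 µM per compound; Signal: Fluo-8 calcium dye fluorescence; Also added: ATP as calcium-mobilizing challenge; Repeats: singlicate.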
M1 ag parental – nonselective activator or artifact in parental CHO-K1 cells. Fluo-8 calcium fluorescence; scaled to maximal ATP response, vehicle zero. activation, % at 3 µM. 360,000 compounds, 0.48% hits. AID 602248; in the data active means activation above about 15%;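 further: untransfected CHO-K1 host cells lacking M1 receptor as counterscreen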
TAAR1 agonist – human TAAR1 agonism; 360,000 compounds, 0.99% hits; AID 624467; activation, % at 3 µM; CHO RD-HGA16 TAAR1, Fluo-8 calcium fluorescence; vehicle wells 0%, saturating PEA agonist 100%;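 active means activation above the mean activation of all test compounds in the run plus 3 SD, cut at about 38% in these data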
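Benchmarks: low control DMSO, high control PEA (EC100); System: CHO RD-HGA16 cells carrying human TAAR1 plus Gα16; Detection: Fluo-8 fluorescence, 5 s baseline then 140 s kinetic read; Schedule: 17-24 h plating, Fluo-8 75 min 37 °C, 30 min RT; Read-out basis: % activation from peak over basal fluorescence ratio, DMSO-to-PEA scaled.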
M1 PAM parental – counter-screen for M1 PAMs: effect in parental CHO-K1 cells; ATP EC20, Fluo-8 calcium fluorescence; 0% at ATP EC20, 100% at ATP max; activation, % at 3 µM; AID 602247; 360,000 compounds, 0.02% hits;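 active means activation above the run cutoff, the mean activation of all test compounds plus 3 SD, cut at about 40% in these data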;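 further: peak over basal fluorescence ratio in a 140 s read after ATP addition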
TAAR1 antag – human TAAR1 antagonism | 360,000 compounds, 1.5% hits | inhibition, % at 3 µM | CHO RD-HGA16 TAAR1, Fluo-8 calcium fluorescence, antagonist | Q96RJ0;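 active means inhibition above a per-plate cutoff, the mean inhibition of test compounds on that plate plus 3 SD, cut at about 49% in these data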;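 further: 0% = DMSO plus EC80 beta-PEA response and 100% = DMSO alone without agonist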
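Assay system: RD-HGA16 CHO cells with stable hTAAR1 and Gα16 / Reagent: EC80 β-phenethylamine stimulus / Doses: 3 µM, single point / Timing: dye loading 75 min at 37 °C, then 30 min room temperature / Measured by: Fluo-8 intracellular calcium dye fluorescence, real-time kinetic reads / Controls: vehicle wells and EC80 agonist wells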
CHO-K1 Ca antag – M1 antagonist counterscreen hit in parental CHO-K1 cells. ATP-induced calcium, Fluo-8 fluorescence. inhibition, % at 3 µM. 360,000 compounds, 0.6% hits. AID 602250;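 active means inhibition above a per-plate cutoff, the plate's mean sample inhibition plus 3 SD, cut at about 24% in these data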;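 further: 0% = DMSO plus EC80 ATP and 100% = DMSO alone without ATP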
OXTR potentiator – human OXTR potentiation. P30559. 320,000 compounds, 0.061% hits. CHO-OTR cells, Fluo-8 calcium fluorescence, potentiator mode; 0% = oxytocin EC15, 100% = EC100. AID 2445. activation, % at 3 µM;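 active means activation above that plate's cutoff, the mean activation of tested compounds plus 3 SD, cut at about 6.6% in these data, passing the limit was not always enough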;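 further: 100% uses oxytocin at 75 nM as the full agonist control; some results filed as inactive read as strong as hits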
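Dosing: Single dose, 3.0 µM nominal final compound concentration | Material: Human OTR in CHO cells | Technique: Kinetic Fluo-8 calcium fluorescence | Benchmarks: EC15 oxytocin alone as 0%, 75 nM oxytocin as 100% | Probe or stimulus: Oxytocin at about EC15, sub-maximal agonist stimulus | Incubation: Compound 6 min at room temperature before oxytocin, 100 s read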
CHRM1 agonist – agonists of human M1 muscarinic receptor; P11229; CHO-K1 hM1, Fluo-8 calcium fluorescence, agonist mode; 0% DMSO, 100% acetylcholine EC100; activation, % at 3 µM; 360,000 compounds, 0.33% hits; AID 588814;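 active means activation above the run's mean compound activation plus 3 SD, cut at about 16% in these data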;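 further: peak over basal fluorescence ratio within a 140 s kinetic read after compound addition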
Target sequence (P11229 whole entry, looked up): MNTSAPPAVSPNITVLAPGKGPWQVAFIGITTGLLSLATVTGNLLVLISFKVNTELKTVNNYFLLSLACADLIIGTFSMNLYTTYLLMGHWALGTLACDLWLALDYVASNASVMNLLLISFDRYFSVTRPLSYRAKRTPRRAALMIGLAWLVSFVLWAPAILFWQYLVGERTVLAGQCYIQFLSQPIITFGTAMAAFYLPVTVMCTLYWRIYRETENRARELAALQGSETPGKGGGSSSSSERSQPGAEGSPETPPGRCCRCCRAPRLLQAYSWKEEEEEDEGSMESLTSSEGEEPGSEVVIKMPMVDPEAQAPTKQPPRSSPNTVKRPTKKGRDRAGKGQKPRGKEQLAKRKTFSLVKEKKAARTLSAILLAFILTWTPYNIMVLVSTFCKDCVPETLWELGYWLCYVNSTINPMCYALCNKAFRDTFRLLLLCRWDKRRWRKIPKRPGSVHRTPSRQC
* hit, by the source's call; x = not tested or not shown.

SMILES | V1R ag counter | CHO parental Ca | M1 ag parental | TAAR1 agonist | M1 PAM parental | TAAR1 antag | CHO-K1 Ca antag | OXTR potentiator | CHRM1 agonist
Cc1ccc(NC(=O)c2cc([N+](=O)[O-])ccc2NCc2cccnc2)cc1 | -0.6 | -4 | -0.3 | 1 | 6 | 13 | 2 | -1 | -5
O=C(O)c1nccnc1C(=O)Nc1ccc(Cl)cc1Cl | -0.1 | 3 | 0.0 | 5 | 1 | -1 | 2 | -16 | -3
N#CCC(=O)N/N=C/c1coc2ccccc2c1=O | 5.4 | -6 | 0.6 | 1 | 18 | -11 | -15 | -6 | -2
CSc1nnc2ccc(-c3cccs3)nn12 | -0.2 | 5 | 1.3 | 2 | 16 | -4 | -10 | -1 | -4
Cc1ccc2oc(=O)n(CCOc3ccccc3)c2c1 | -0.7 | -12 | 0.4 | 2 | 8 | 1 | -7 | -19 | -3
O=C1C2C3C=CC(C3)C2C(=O)N1Nc1ccccc1 (configuration not stated) | -0.1 | 8 | 4.1 | 2 | 10 | -21 | -7 | -6 | 0
O=c1oc2ccccc2c2c1ncn2C1CCCCC1 | 0.6 | -17 | 0.6 | 8 | 20 | 17 | -17 | -5 | -6
CC(OC(=O)CCCc1nc2ccccc2s1)C(N)=O (configuration not stated) | 1.9 | -6 | 0.3 | 5 | 15 | -13 | -16 | -11 | 3
Cc1nccc(-c2cccc(NC(=O)c3ccccc3Cl)c2)n1 | 0.8 | -7 | 0.8 | 10 | 1 | -16 | 3 | -6 | -1
CC(C)(C)OC(=O)CNC(=O)c1nc[nH]c1C(=O)NCC(=O)OC(C)(C)C | 1.6 | -14 | 3.4 | 8 | 22 | 19 | -20 | -11 | 0
O=C(Nc1ccncc1)c1ccc(Cl)c([N+](=O)[O-])c1 | 2.9 | -1 | 5.7 | 5 | 3 | -11 | -9 | -16 | -7
CC(C)Oc1ccc(C(=O)NCC(=O)O)cc1 | 6.2 | -2 | 0.0 | 1 | -6 | -32 | -8 | -2 | -3
COc1ccc(N2C(=O)NC(=O)C2=O)cc1 | 0.6 | -3 | -0.2 | 1 | -8 | -12 | -2 | -4 | -6
Cc1cc(C)n(CCNC(=O)C2CCC(=O)N(Cc3ccc(Cl)cc3)C2)n1 (configuration not stated) | 0.0 | -12 | -0.1 | 2 | -10 | 0 | -3 | 0 | -3
COc1cc2c(cc1NC(=O)Nc1ccc(C)cc1)oc1ccccc12 | 0.7 | -15 | 0.7 | 2 | 14 | 5 | -3 | -3 | -5
CC1=C(C(=O)Nc2ccc(F)cc2)C(c2cccc(C)c2)n2nc(CCCO)nc2N1 (configuration not stated) | 0.6 | -1 | -0.1 | 0 | 19 | -6 | -4 | -6 | -3
CCCCNC(=O)C1CCCN1C(=O)NC1CCCCC1 (configuration not stated) | -0.3 | 0 | -0.1 | 0 | -6 | -22 | 10 | -9 | -2
Cc1cc(C)cc(C(=O)NCC(=O)NCCc2c[nH]c3ccccc23)c1 | 0.5 | -15 | 1.6 | -1 | 8 | -1 | -2 | 7 | -8
Cc1ccc(S(=O)(=O)N(CC(=O)NCc2ccncc2)Cc2ccccc2F)cc1 | 0.4 | -24 | 1.4 | 5 | -14 | 9 | 11 | -3 | 10
CC(CC(=O)N1CCc2ccccc21)S(=O)(=O)c1ccc2c(c1)NC(=O)CO2 (configuration not stated) | 1.9 | -19 | -0.1 | 1 | -22 | -29 | 5 | -7 | -4
Cc1nnc(NC(=O)CN2C(=O)NC3(CCCC3)C2=O)s1 | 0.8 | 0 | 1.2 | 2 | 3 | -29 | -2 | -9 | -2
CCOC(=O)CNC(=O)c1cc(OC)cc(OC)c1 | 1.0 | 4 | 0.3 | 5 | 14 | 5 | -1 | -2 | -8
COc1ccc(S(=O)(=O)N(C)C)cc1NC(=O)CCNC(=O)c1ccco1 | 0.5 | 5 | 2.6 | 2 | -4 | 0 | -10 | -4 | -2
Cc1cc(C)cc(NC(=O)CCc2nc3ccccc3[nH]2)c1 | -0.1 | 27 | 0.7 | 2 | 6 | -6 | -4 | -9 | 1
COC(=O)C(C)Sc1nc2c(cnn2-c2ccc(C)cc2)c(=O)[nH]1 (configuration not stated) | 0.0 | -6 | 0.4 | -1 | 10 | -16 | -10 | -4 | -3

(continued)
SMILES | V1R ag counter | CHO parental Ca | M1 ag parental | TAAR1 agonist | M1 PAM parental | TAAR1 antag | CHO-K1 Ca antag | OXTR potentiator | CHRM1 agonist
O=C(CSc1ncccn1)N1CCCC1 | 0.6 | 1 | 0.9 | 1 | 15 | 6 | -11 | -1 | -3
COc1ccc(C(=O)N/C(=C\c2cn(C)c3ccccc23)C(=O)N2CCN(C)CC2)cc1OC | 0.7 | -16 | 0.0 | 3 | 4 | -34 | 5 | -4 | -3
COCCNC(=O)C(c1ccc(C)o1)N(C(=O)Cn1nnc2ccccc21)c1ccccc1 (configuration not stated) | 0.0 | -8 | 0.8 | 2 | 6 | 1 | 0 | -5 | -5
COc1ccccc1CCC(=O)Nc1ccc2c(c1)CN(Cc1ccc(CO)o1)CC2 | -0.1 | -17 | 2.9 | 2 | 1 | -8 | -7 | -12 | -5
Cc1cc(C)n(CC(C)(O)c2ccccc2)n1 (configuration not stated) | 0.3 | 0 | 0.1 | 3 | -2 | 9 | -11 | -5 | -6
CNC(=O)Nc1ccccc1F | -0.2 | -16 | 0.5 | 2 | 5 | -6 | 0 | -4 | -2
CCOC(=O)N1CCN(C(=O)c2cc(C)c3c(C)nn(-c4ccccc4)c3n2)CC1 | -0.4 | -9 | -0.5 | 5 | -8 | -6 | -12 | -2 | -3
CCCn1nc(-c2nnc(-c3ccc(C)c(C)c3)o2)c2ccccc2c1=O | -0.1 | -16 | 0.7 | x | 11 | x | 1 | -1 | -3
COc1cc(NC(=O)c2cc3nc(-c4ccccc4)cc(-c4ccccc4)n3n2)cc(OC)c1OC | 0.2 | -15 | 0.5 | 2 | -7 | 3 | -12 | -7 | -6
Cc1cn([C@H]2C[C@H](O)[C@@H](CCC(=O)NCCc3cnc[nH]3)O2)c(=O)[nH]c1=O | x | x | 0.0 | 1 | -1 | -13 | -9 | x | -2
CCOc1ccccc1CNC(=O)c1cc2oc3ccccc3c2n1C | 0.6 | -31 | 1.6 | 1 | 14 | 16 | -4 | -15 | -1
Fc1cc(Br)ccc1NC(=S)Nc1cccnc1 | -0.2 | 0 | 0.8 | 5 | 15 | -14 | -15 | -16 | -4
COc1ccccc1CCNC(=O)c1cc(C2CC2)nc2c1cnn2C(C)C | x | x | -0.5 | 3 | -7 | 14 | -5 | x | -7
COC(=O)C1=C(C(=O)OC)C2(OC1c1cccc(F)c1)C(=O)c1ccccc1C2=O (configuration not stated) | -0.7 | -3 | 0.0 | 12 | 4 | -24 | -12 | -5 | -2
COC(=O)Cn1c(O)c(N=NC(=O)OC)c2ccccc21 | -0.2 | 7 | 0.3 | 3 | -3 | -21 | 1 | -15 | 2
Cc1ccc(-n2ccc(-c3nn(-c4ccccc4)ccc3=O)n2)cc1 | 0.0 | -24 | 0.4 | 10 | 14 | -6 | 8 | -2 | -12
CN(C(=O)COC(=O)CNC(=O)C12CC3CC(CC(C3)C1)C2)c1ccccc1 | -1.2 | -14 | 2.8 | 1 | 17 | 3 | -10 | 0 | -3
CS(C)(=O)=NS(=O)(=O)c1ccc(Cl)cc1 | 0.5 | -2 | 0.6 | 1 | 10 | -18 | -7 | -3 | -3
CC(OC(=O)/C=C/c1ccc2ccccc2n1)C(=O)N(C)c1ccccc1 (configuration not stated) | 0.9 | -18 | 0.9 | 7 | 0 | -26 | -8 | -5 | -4
O=C(CSc1ncnc2c1nnn2Cc1ccccc1)NC1CCCC1 | -0.4 | -10 | 0.2 | 0 | 2 | -23 | 1 | -5 | -5
Cc1ccc(S(=O)(=O)N(C)C)cc1NC(=O)COC(=O)CCC(=O)c1cccs1 | 0.4 | -12 | 2.3 | 1 | 22 | -19 | -20 | -4 | -1
COc1ccc(NS(=O)(=O)c2cc(NC(=O)COc3ccccc3)ccc2N2CCOCC2)cc1 | 1.3 | 0 | 1.8 | 3 | 15 | 20 | -10 | -9 | -1
O=S(=O)(Nc1cccc(-c2ccc3nncn3n2)c1)c1ccc(Cl)s1 | 0.4 | -3 | 0.9 | 16 | 25 | 0 | -2 | -8 | -7
O=C(CC(=O)N/N=C/c1ccc(O)cc1)N/N=C/c1ccc(O)cc1 | 0.6 | 7 | 0.6 | 5 | 16 | -16 | -9 | 3 | -2
COc1ccc(OC)c2sc(NC(=O)C(C)C)nc12 | -0.4 | -9 | 0.9 | -2 | 12 | 0 | 4 | -2 | -3

As entered above.
CCOc1ccccc1CNC(=O)c1cc2oc3ccccc3c2n1C @ TAAR1 agonist = 1
Fc1cc(Br)ccc1NC(=S)Nc1cccnc1 @ TAAR1 agonist = 5

Remaining list, next part:
SMILES | V1R ag counter | CHO parental Ca | M1 ag parental | TAAR1 agonist | M1 PAM parental | TAAR1 antag | CHO-K1 Ca antag | OXTR potentiator | CHRM1 agonist
Cc1cc(C)n(/N=C/c2cccc([N+](=O)[O-])c2)c(=O)c1 | -0.1 | -3 | 0.1 | 4 | 6 | -27 | 2 | 7 | -6
Cc1ccnn1CC(=O)N/N=C/c1cn[nH]c1-c1ccccc1 | 0.5 | -13 | 0.2 | 1 | 4 | -7 | -2 | -4 | -2
Cc1cc2oc(=O)cc(-c3ccccc3)c2c(C)c1-c1ccc(OC(F)(F)F)cc1 | x | -24 | 0.4 | 2 | 0 | -3 | 0 | x | -4
O=C(NCC1(c2ccccc2)CCOCC1)c1cccs1 | 0.4 | -3 | 0.9 | 1 | 11 | -9 | 0 | 2 | -2
CN(Cc1ccccc1)C(=O)c1ccc(NC(=O)Cc2cccc(NC(=O)C3CCN(C(=O)C4CC4)CC3)c2)cc1 | 1.2 | -21 | -0.6 | 2 | 12 | 8 | -4 | -9 | -6
CC(C)c1ccccc1OCC(=O)Nc1cc(S(=O)(=O)N2CCOCC2)ccc1N1CCCC1 | -1.3 | -24 | -0.5 | -1 | -9 | 17 | -5 | -5 | -3
N#Cc1cc([N+](=O)[O-])cnc1Nc1ccccc1 | -0.7 | -6 | -0.1 | 5 | 9 | 6 | -5 | 1 | -5
COc1ccccc1C(=O)NNC(=O)CCC(=O)NCc1ccccc1 | -0.2 | 2 | 0.0 | -1 | 13 | -27 | -9 | -5 | -3
CCOC(=O)c1cccc(NC(=O)c2ccccc2C)c1 | -0.6 | -12 | 0.0 | 8 | 4 | -10 | -7 | -6 | -7
